From PubChem
UBC9 SUMO inh: inhibitors of in vitro SUMOylation cascade, primary screen, biochemical, HTRF, uHTS; 290,000 compounds, 0.36% hits; HTRF SUMOylation assay, SAE1/SAE2 + UBC9; inhibition, % at 35 µM; SUMO-conjugating enzyme UBC9 (Homo sapiens), P63279; in the data active means inhibition above about 50%, passing the limit was not always enough; further: strong numbers were not always called active
GalR3 antagonist: GalR3 antagonists in HEK293 cells, primary screen, cell-based, fluorescence readout; HEK293 GalR3-CNG cAMP membrane potential fluorescence; galR3 body fused to GalR1 C-terminus; inhibition, % at 3 µM; 360,000 compounds, 0.44% hits;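 active means inhibition above the screen-wide average plus 3 SD, cut at about 13% in these data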;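 further: forskolin and galanin both at EC90 stimulate the cells; cAMP rise reported by CNG channel membrane potential dye signal; 0% = forskolin plus galanin with DMSO and 100% = forskolin alone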
p-CIP stab down: p/CIP-EGFP fusion destabilizers, primary screen, fluorescence, F442A cells; decrease of EGFP signal, % at 10 µM; Q05BA5; 16 h; 290,000 compounds, 0.01% hits;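 active means EGFP signal decrease of at least 30% at 10 µM or well 3 SD below plate mean, unless failing retest; inactive means the rest, including hits failing retest or dose response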; further: some compounds called inactive have numbers as strong as hits; many of its hits are not listed in these tables
Target sequence (Q05BA5 1-1403): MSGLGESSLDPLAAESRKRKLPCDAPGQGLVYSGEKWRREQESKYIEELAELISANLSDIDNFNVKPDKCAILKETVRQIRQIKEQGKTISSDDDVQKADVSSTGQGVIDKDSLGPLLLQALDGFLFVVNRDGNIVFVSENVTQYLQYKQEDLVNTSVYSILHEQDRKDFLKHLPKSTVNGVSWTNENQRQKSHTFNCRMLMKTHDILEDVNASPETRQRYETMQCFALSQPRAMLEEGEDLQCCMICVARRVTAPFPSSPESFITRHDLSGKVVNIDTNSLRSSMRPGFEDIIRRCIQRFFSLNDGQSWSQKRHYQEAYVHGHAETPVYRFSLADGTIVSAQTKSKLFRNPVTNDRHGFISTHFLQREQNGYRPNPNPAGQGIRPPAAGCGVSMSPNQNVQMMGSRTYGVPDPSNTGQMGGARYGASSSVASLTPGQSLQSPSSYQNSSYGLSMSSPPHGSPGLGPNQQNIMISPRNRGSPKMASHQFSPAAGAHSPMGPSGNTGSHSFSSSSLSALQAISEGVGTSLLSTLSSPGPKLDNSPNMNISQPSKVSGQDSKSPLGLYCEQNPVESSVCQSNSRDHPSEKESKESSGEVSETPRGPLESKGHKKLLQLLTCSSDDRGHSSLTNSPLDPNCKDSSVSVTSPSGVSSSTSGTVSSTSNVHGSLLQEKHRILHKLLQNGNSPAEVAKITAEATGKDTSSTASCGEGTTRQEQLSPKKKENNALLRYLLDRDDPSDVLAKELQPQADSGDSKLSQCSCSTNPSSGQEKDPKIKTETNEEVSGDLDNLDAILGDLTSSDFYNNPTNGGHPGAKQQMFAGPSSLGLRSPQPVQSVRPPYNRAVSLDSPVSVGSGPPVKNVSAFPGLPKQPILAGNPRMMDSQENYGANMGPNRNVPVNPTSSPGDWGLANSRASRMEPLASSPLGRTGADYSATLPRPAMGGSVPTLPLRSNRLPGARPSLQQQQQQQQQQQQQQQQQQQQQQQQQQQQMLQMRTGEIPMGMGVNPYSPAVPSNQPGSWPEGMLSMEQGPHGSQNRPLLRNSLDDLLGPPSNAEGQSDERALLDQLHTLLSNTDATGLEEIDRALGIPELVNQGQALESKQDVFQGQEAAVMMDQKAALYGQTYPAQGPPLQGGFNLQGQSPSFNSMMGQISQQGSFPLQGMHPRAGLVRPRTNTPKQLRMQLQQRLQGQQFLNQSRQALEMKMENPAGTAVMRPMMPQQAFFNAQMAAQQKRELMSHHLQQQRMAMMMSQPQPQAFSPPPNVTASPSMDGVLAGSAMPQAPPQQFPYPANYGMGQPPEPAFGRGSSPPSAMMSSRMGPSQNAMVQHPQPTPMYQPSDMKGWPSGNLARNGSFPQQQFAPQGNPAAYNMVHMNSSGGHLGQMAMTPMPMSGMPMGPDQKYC
IDE cell inh: human IDE inhibitors in live cells, primary screen, fluorescence polarization, HEK cells, FAbetaB substrate. Insulin-degrading enzyme (Homo sapiens), P14735. FAbetaB cleavage. inhibition, % at 5.59 µM. 320,000 compounds, 0.41% hits;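 active means percent inhibition above the average of all tested compounds plus 3 SD, set per screening campaign, cut at about 16% in these data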;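 further: IDE supplied by intact live HEK cells; FP after avidin binding of uncleaved biotin substrate so inhibition keeps polarization high; 0% = DMSO wells and 100% = 60 µM reference IDE inhibitor Ii1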
VIM-2 inh: VIM-2 metallo-beta-lactamase inhibitors, primary screen, biochemical, epi-absorbance readout, Pseudomonas aeruginosa enzyme. purified VIM-2, nitrocefin hydrolysis, epi-absorbance fluorescence. inhibition, % at 5.6 µM. 290,000 compounds, 0.89% hits;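 active means inhibition above the mean of all tested compounds plus 3 SD, cutoff set per screening run, cut at about 7.5% in these data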;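 further: red hydrolysis product quenches plate fluorescence so inhibitors raise well fluorescence; 0% = enzyme with DMSO and 100% = DMSO without enzyme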
CRFBP-R2 block: antagonists of CRF-BP/CRF-R2 complex, primary screen, cell-based, HEK293, calcium dye fluorescence, uHTS; CRF-induced calcium fluorescence; inhibition, % at 11.8 µM; 350,000 compounds, 0.59% hits; AID 588475, 2011;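 active means inhibition of the ligand-induced calcium signal above about 50% at the single tested concentration, limit read from the data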
NS3 helicase inh: inhibitors of HCV NS3 helicase, primary screen, biochemical, Cy5 molecular beacon fluorescence; Hepatitis C virus NS3 helicase; NS3 helicase DNA unwinding; inhibition, % at 10.9 µM; 290,000 compounds, 0.56% hits;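 active means inhibition above the mean of all tested compounds plus 3 SD, set per campaign, cut at about 35% in these data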;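 further: 0% = DMSO wells and 100% = thioflavine S control wells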
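Assay system: hepatitis C virus NS3 helicase domain fragment enzyme. Also added: annealed dual-labelled DNA beacon duplex, ATP-started. Timing: 1 h reaction at 25 °C, ATP-initiated. Technique: Cy5 fluorescence at 0 and 60 min, beacon hairpin quenching. Evaluation: % inhibition of unwinding. Replication: one well per compound.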
IMP-1 inh: IMP-1 metallo-beta-lactamase inhibitors, primary screen, biochemical, epi-absorbance readout, Pseudomonas aeruginosa enzyme; purified IMP-1, nitrocefin hydrolysis, epi-absorbance fluorescence; inhibition, % at 5.6 µM; metallo-beta-lactamase IMP-1 (Pseudomonas aeruginosa); 290,000 compounds, 0.45% hits;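 active means inhibition above the mean plus 3 SD of all compounds in the same screening run, cut at about 4.5% in these data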;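 further: 0% = IMP-1 with DMSO and 100% = DMSO wells lacking enzyme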
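Test system: recombinant IMP-1 enzyme, purified / Medium: HEPES buffer pH 7.1 with ZnSO4 and Brij 35 / Doses: single dose, 5.6 µM / Times: 25 °C, 15 min preincubation, 25 min reaction / Detection: Epi-absorbance via hydrolysed-nitrocefin quenching of white-plate fluorescence, 480/530 nm, EDTA stop / Evaluation: percent inhibition from optical density relative to buffer-blank wells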
IDE act: human IDE activators in live cells, primary screen, fluorescence polarization, HEK cells, FAbeta-B substrate | Insulin-degrading enzyme (Homo sapiens), P14735 | FAbeta-B cleavage; 0% vehicle, 100% cell-free pure enzyme wells | activation, % at 5.96 µM | 340,000 compounds, 0.073% hits | AID 493087, 2011;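 active means activation above the mean of all tested compounds plus 3 SD, set per screening campaign, cut at about 17% in these data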
An asterisk follows results filed as active; / = not tested or not shown.

SMILES	UBC9 SUMO inh	GalR3 antagonist	p-CIP stab down	IDE cell inh	VIM-2 inh	CRFBP-R2 block	NS3 helicase inh	IMP-1 inh	IDE act
COc1ccccc1CCC(=O)N(C)CC(=O)Nc1ccc(F)cc1	7	-2	1	0	-3.1	12	-1	-2.4	6
Cn1ccc(C(=O)N/N=C/c2cccnc2)n1	-2	0	-4	0	-2.1	8	11	0.3	6
C=CCN1/C(=C2/SC(=S)N(C)C2=O)Sc2ccccc21	15	/	-14	0	-1.2	/	7	-2.3	/
CC1Sc2ccc(S(=O)(=O)NCCc3ccccc3)cc2NC1=O (stereo unspecified)	1	-7	-9	-2	-2.9	-2	-7	-4.5	5
CCOC(=O)N1CCN(C(=O)COc2ccc3oc4c(c3c2)CCCC4)CC1	/	-2	/	-2	/	-5	/	/	1
CCOC(=O)CSc1nc2sc3c(c2c(=O)n1-c1ccccc1)CCN(C)C3	12	-3	-12	3	0.5	-3	-29	0.4	-6
COc1ccc(C2(C(=O)Nc3ccc(C)cc3)CCOCC2)cc1	-12	-3	-14	0	-2.4	-1	14	-2.7	0
COc1ccc(C(=O)C2CCCN(Cc3sc(N4CCCC4)nc3Cl)C2)c(OC)c1 (stereo unspecified)	6	-9	-13	-5	1.2	0	-16	-2.3	-2
Cc1ccc(NC(=O)c2cccc(NC3=NC4CS(=O)(=O)CC4S3)c2)cc1 (stereo unspecified)	15	/	4	4	-3.4	11	10	-4.5	-3
CN1CCN(Cc2coc3c(Cl)cc(Cl)cc3c2=O)CC1	8	-9	4	1	0.8	18	-10	0.7	-4
CC(=O)NC(Nc1nc2c(s1)CCCC2)(C(F)(F)F)C(F)(F)F	-5	-3	1	0	-4.3	8	2	-2.5	1
COCCn1c(SCC(=O)Nc2ccccc2F)nnc1-c1ccoc1C	13	-7	-6	1	0.4	-4	0	-1.1	5
CC(=O)c1ccc(NC(=S)Nc2ccc3cn[nH]c3c2)cc1	12	-6	4	-4	-2.5	-12	-4	-2.8	1
COc1ccc(C(c2sc3nc(C)nn3c2O)N2CCC3(CC2)OCCO3)cc1 (stereo unspecified)	28	-2	-8	1	-2.0	4	3	-2.5	-2
O=C1OCCC1Sc1nnc(-c2ccco2)n1-c1ccccc1 (stereo unspecified)	10	-3	-9	-6	0.5	20	-1	-2.0	6
COc1cccc(C2CC(=O)Nc3c2c(=O)[nH]c2ncnn32)c1 (stereo unspecified)	-4	-1	9	-1	-3.6	13	4	-0.3	-6
CCCN(CCC)c1nc(NC2CCN(C(=O)OCC)CC2)nc(OC)n1	-8	-3	-1	-1	-0.5	-8	-13	-1.9	3
Cn1c(=S)c2[nH]c(SCCN3CCCC3)nc2n(C)c1=O	-9	-9	6	3	-1.0	12	7	-3.6	3
S=C1NCN(Cc2ccccc2)CN1C1CCCCC1	4	-6	-6	-1	-2.8	-5	10	-2.3	3
CCOc1ccc(CC(=NCCc2ccccc2)C2=C(O)CC(C)(C)CC2=O)cc1OCC	-4	0	6	3	-1.6	-7	-4	-2.1	0
O=C(NCCCO)/C(=C/c1ccc(-c2cccc([N+](=O)[O-])c2)o1)NC(=O)c1ccccc1	4	2	-19	6	-0.3	-4	5	-2.7	1
O=C(C1CCN(Cc2ccccc2O)CC1)N1CCN(Cc2ccc3c(c2)OCO3)CC1	-1	-6	7	-9	-1.7	-5	5	-0.9	-3
Cc1cc(C)cc(OCC(=O)N2N=C(C(F)(F)F)CC2(O)C(C)(C)C)c1 (stereo unspecified)	0	-3	-2	-7	-0.4	9	0	-1.4	3
CCOC(=O)/C(C#N)=C\c1cc(OC)c(OC)cc1[N+](=O)[O-]	24	-5	-5	-5	5.2	12	27	-0.7	1
O=C(Nc1ccc(Cl)c(Cl)c1)c1cccnc1	10	-9	-8	4	-2.6	-2	-3	-1.2	-1
COc1cc(/C=N/NC(=O)c2ccc(NC(=O)C3CCCCC3)cc2)ccc1O	11	-3	1	/	-3.0	12	-4	-4.1	1
O=C(CCCSc1ccccc1)Nc1cccc(CO)c1	-15	-5	5	0	1.4	6	7	-2.7	5
CCOc1ccc(-c2nnc(-c3ccc(OC)cc3)o2)cc1	21	-5	-2	2	-1.1	0	8	-2.5	-1
O=C(c1cccc(S(=O)(=O)N2CCN(c3ccccc3)CC2)c1)N1CC=C(c2ccccc2)CC1	12	0	-11	8	-4.6	8	18	-3.8	3
CC(=O)c1ccc(N=C2C(=O)Nc3ccccc32)cc1	8	-3	4	-1	-2.2	23	-1	-1.8	0
O=C(C1=C(O)C(=O)N(CC2CCCO2)C1c1ccc(Cl)cc1Cl)c1ccco1 (stereo unspecified)	-8	-7	-12	2	-0.8	2	68*	-1.4	5
Cc1ccc(S(=O)(=O)N2CCCC(C(=O)NC3CCCC3)C2)cc1 (stereo unspecified)	9	-7	-3	1	-2.2	-5	-4	-2.9	3
CCCC(=O)O[C@]1(C(=O)CO)CC[C@H]2[C@@H]3CCC4=CC(=O)CC[C@]4(C)[C@H]3[C@@H](O)C[C@@]21C	-6	-3	5	2	-1.4	-16	4	-3.8	-1
O=C1c2ccccc2C(=O)N1/N=C/c1ccc(Oc2ccc([N+](=O)[O-])cn2)cc1	7	-5	-1	3	-0.4	-1	-1	-0.4	3
CCOc1cc(C(=O)Nc2ccc(S(=O)(=O)NC3=NCCCCC3)cc2)cc(OCC)c1OCC	13	-2	7	3	-3.1	13	-2	-4.1	5
Cc1cccc(C(=O)N2CCC(=O)N(C(COCc3ccc(Cl)cc3)Cc3ccccc3)CC2)c1 (stereo unspecified)	6	-13	-9	-3	-2.6	3	-7	-3.6	-6
COc1ccccc1NC1=NC(C)(C)N=C(N)N1	38	-4	-8	-6	-3.2	13	11	-1.0	3
CC1CCCC(C)N1C(=O)COC(=O)c1ccc[nH]c1=O (stereo unspecified)	-6	-1	1	5	1.5	-18	-1	-0.4	3
CCN1CCN(c2ccc(S(=O)(=O)N3CCOCC3)cc2NC(=O)/C=C/c2ccc([N+](=O)[O-])cc2)CC1	/	-1	/	2	/	-9	/	/	-7
COc1ccc(OC)c(C2NC(=O)NC(C)=C2C(=O)OCc2ccccc2)c1 (stereo unspecified)	7	-10	-4	-1	-0.5	-26	2	-0.7	-2
O=C(COC(=O)c1cc(=O)c2ccccc2o1)NCC1CCCCC1	3	-2	3	-5	-1.7	0	-2	-3.4	5
COc1ccccc1NC(=O)CNC(c1ccccc1)c1ccccc1	10	-5	-13	2	-0.7	8	-8	-1.9	-2
CC(C)Oc1ccc(CCN=C(N)N=C(N)N)cc1Cl	-8	-7	-3	0	0.4	7	-31	0.3	1
CC(=O)c1cccc(S(=O)(=O)NCC(c2ccco2)N2CCCCC2)c1 (stereo unspecified)	-9	-4	-7	1	-5.0	-7	-3	-3.1	9
Cc1ccc(NC(=O)c2nc[nH]c2C(=O)N[C@@H](CCCCNC(=O)OC(C)(C)C)C(=O)OC(C)(C)C)cc1	-20	0	-8	1	/	-32	/	/	3
COc1cc(C(=O)NN(CCC#N)C2=NS(=O)(=O)c3ccccc32)cc(OC)c1OC	12	-9	-13	5	-1.0	10	17	-2.7	2
COc1ccc(S(=O)(=O)N2CCOCC2)cc1NC(=O)COc1ncnc2ccccc12	-4	-2	-5	-3	-2.4	-3	-1	-2.7	4
Cc1cc(C)n(-c2ccc(C(F)(F)F)cc2[N+](=O)[O-])n1	10	-9	1	6	1.1	17	-6	-1.4	-4

Single records (already shown). Order of values: UBC9 SUMO inh | GalR3 antagonist | p-CIP stab down | IDE cell inh | VIM-2 inh | CRFBP-R2 block | NS3 helicase inh | IMP-1 inh | IDE act
Shown for CCN1CCN(c2ccc(S(=O)(=O)N3CCOCC3)cc2NC(=O)/C=C/c2ccc([N+](=O)[O-])cc2)CC1 = / | -1 | / | 2 | / | -9 | / | / | -7
Shown for COc1ccc(OC)c(C2NC(=O)NC(C)=C2C(=O)OCc2ccccc2)c1 (stereo unspecified) = 7 | -10 | -4 | -1 | -0.5 | -26 | 2 | -0.7 | -2
Shown for CC(C)Oc1ccc(CCN=C(N)N=C(N)N)cc1Cl = -8 | -7 | -3 | 0 | 0.4 | 7 | -31 | 0.3 | 1

Further results follow.
SMILES	UBC9 SUMO inh	GalR3 antagonist	p-CIP stab down	IDE cell inh	VIM-2 inh	CRFBP-R2 block	NS3 helicase inh	IMP-1 inh	IDE act
C[n+]1ccccc1/C=C/c1c(F)cccc1F	15	-3	-6	/	3.0	3	-14	-0.1	6
O=S(=O)(c1cccc(-c2n[nH]c(=S)n2C2CCCC2)c1)N1CCOCC1	-8	-2	14	1	-1.5	11	-4	-3.5	4
CC(=O)NC(=S)Nc1ccc2oc(-c3cc(F)c(F)cc3Cl)nc2c1	11	-5	-10	8	-5.1	-3	-1	-2.9	5
CCN(C1CCCCC1)S(=O)(=O)c1ccc(S(=O)(=O)N2CCN(CCC#N)CC2)cc1	11	1	-20	4	-3.9	10	0	-2.4	2
C/C(=N\Nc1nc2ccccc2c(=O)n1O)c1ccco1	-11	0	-2	6	0.2	25	15	-1.1	6
CN(Cc1nc2ccccc2c(=O)[nH]1)C(=O)c1cc(C2CC2)nn1-c1ccccc1	/	-4	/	5	/	-9	/	/	0
COc1ccc(C)cc1NC(=O)NCc1ccco1	18	-3	-5	6	-1.3	-9	-2	-1.9	1
O=C(C1=C[C@@H](c2csc3ccccc23)C[C@@H](OCCCCO)O1)N1CCN(Cc2ccc3c(c2)OCO3)CC1	-10	/	0	4	-2.8	-8	-28	-2.9	-3
Cc1cccc2sc(NC(=O)CSc3nc4ccccc4o3)nc12	-5	-4	1	9	-3.4	-13	1	-2.9	4
O=C(NCCNc1ccccc1[N+](=O)[O-])c1ccccc1F	8	-10	-6	8	-2.1	13	-11	-6.1	0
COC(=O)c1cccc(OCC(O)Cn2ccnc2)c1 (stereo unspecified)	32	1	2	-1	3.6	-5	-12	-1.7	1
COCCNC(=O)c1cc(C)ccc1C	18	0	2	-1	0.1	-9	-11	-0.3	4
O=C(c1csc2c1CCCC2)N1CCN(c2ccc(F)cc2)CC1	8	-2	-4	-2	1.1	-44	-10	0.8	9
CCCSc1nnc(NC(=O)Nc2ccccc2OC)s1	17	-3	-5	-10	-2.0	-16	-1	-1.4	1
COc1ccccc1CN1CCNC(=O)C1CC(=O)NCc1cn(C)nc1C (stereo unspecified)	6	8	-12	0	-3.8	-3	5	-2.6	2
Cc1[nH]c2ccccc2c1N=Nc1cc(C(=O)O)cc(C(=O)O)c1	-20	-8	15	-1	-1.2	4	4	-1.0	-4
O=C(NNC(=O)c1ccccc1[N+](=O)[O-])c1cccs1	15	-4	-14	-4	-2.6	3	7	-2.6	-3
